D2 agonist: HTS Assay for Allosteric Agonists of the Human D2 Dopamine Receptor: Primary Screen for Agonists; AID 485358, 2010; HEK293 T-REx D2 cells, calcium flux agonist mode; actives 0.53% (n = 340,000); activation, % at 2 µM;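 active means activation over 3 SD above normal in the single-dose calcium agonist read, cut at about 30% in these data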; further: 0% is about no effect
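Tetracycline-induced HEK293 Trex cells with D2 receptor force-coupled to calcium signaling, plated overnight at 30 C and loaded with no-wash calcium dye. Calcium flux read kinetically for 180 s after compound addition; responses flag agonists.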
D1 agonist: Allosteric Agonists of the Human D1 Dopamine Receptor: qHTS. HEK293 T-REx D1 cells, calcium flux, agonist mode. activation, % at 2 µM. actives 1% (n = 360,000); further: 0% is about no effect
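Tetracycline-induced HEK293 TREx D1 cells, force-coupled to calcium signalling, were dye-loaded with a no-wash calcium kit. Compound was pin-added after a 10 s baseline. Fluorescence was read kinetically at 1 cycle/s for 180 s, with calcium rises flagged as agonism.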
D1 antag: Antagonist of Human D 1 Dopamine Receptor: qHTS; HEK293 TREx D1 cells, calcium flux, dopamine EC80; hits give low values; activity change, negative = inhibition, % at 10 µM; actives 3.2% (n = 360,000); AID 504652, 2011; in the data active means activity change below about -30%; further: on the % scale 0 is the no-effect control and ±100 the full control effect
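Allosteric or orthosteric antagonism assessed as attenuation of the calcium response to EC80 dopamine, added 180 s after compound, in induced HEK293 Trex D1 cells loaded with no-wash calcium dye.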
D1 PAM: Potentiators of Human D1 Dopamine Receptor: qHTS. AID 504651, 2011. actives 0.036% (n = 360,000). potentiation, % at 10 µM. D(1A) dopamine receptor (Homo sapiens), P21728. HEK293 TREx D1 cells, calcium flux, dopamine EC20 potentiation; in the data active means potentiation above about 30%; further: 0% is about no effect
RXFP1 antagonist: qHTS Assay for Antagonists of the Relaxin Receptor RXFP1; Relaxin receptor 1 (Homo sapiens), Q9HBX9; HEK293-RXFP1, relaxin-stimulated cAMP HTRF, 30 min; hits give low values; activity change, negative = inhibition, % at 57.5 µM; actives 0.59% (n = 350,000);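 active means activity change of -60% or lower, but not beyond a set lower limit; inconclusive means change between -60% and -40%, or beyond the set limit; inactive means change above -40%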; further: on the % scale 0 is the no-effect control and ±100 the full control effect
Target sequence (Q9HBX9 whole entry, looked up): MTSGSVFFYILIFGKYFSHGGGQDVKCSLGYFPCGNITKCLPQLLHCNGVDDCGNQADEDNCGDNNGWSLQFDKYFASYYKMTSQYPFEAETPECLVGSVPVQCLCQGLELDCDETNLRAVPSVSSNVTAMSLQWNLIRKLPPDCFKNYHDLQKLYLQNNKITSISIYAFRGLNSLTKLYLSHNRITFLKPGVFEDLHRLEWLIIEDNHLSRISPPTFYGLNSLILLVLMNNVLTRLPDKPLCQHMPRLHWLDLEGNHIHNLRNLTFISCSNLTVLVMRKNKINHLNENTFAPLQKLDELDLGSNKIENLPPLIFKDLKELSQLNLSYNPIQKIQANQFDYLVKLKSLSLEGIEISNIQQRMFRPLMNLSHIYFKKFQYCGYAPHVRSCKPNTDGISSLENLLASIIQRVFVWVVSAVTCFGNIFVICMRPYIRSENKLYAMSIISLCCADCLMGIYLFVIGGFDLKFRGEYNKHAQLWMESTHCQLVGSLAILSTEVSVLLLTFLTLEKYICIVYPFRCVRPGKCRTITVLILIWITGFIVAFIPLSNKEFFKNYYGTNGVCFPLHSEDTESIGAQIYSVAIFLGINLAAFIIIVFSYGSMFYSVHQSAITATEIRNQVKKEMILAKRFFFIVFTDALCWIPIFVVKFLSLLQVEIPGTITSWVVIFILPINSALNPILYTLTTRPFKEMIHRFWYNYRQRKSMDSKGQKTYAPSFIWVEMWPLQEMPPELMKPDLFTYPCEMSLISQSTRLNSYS
D2 potentiator: HTS Assay for Positive Allosteric Modulators of the Human D2 Dopamine Receptor: Primary Screen for Potentiators. actives 0.34% (n = 340,000). HEK293 T-REx D2, calcium flux, EC20 dopamine potentiation. potentiation, % at 10 µM. D(2) dopamine receptor (Homo sapiens), P14416. AID 485347, 2010;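 active means potentiation over 3 SD above the plate norm, cut at about 30% in these data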; further: 0% is about no effect
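Potentiation of an EC20 dopamine calcium response is measured in a force-coupled, tetracycline-inducible Hek293 Trex D2 line. Compound-only kinetic reads over 180 s flag agonists before dopamine addition.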
TRHR PAM: qHTS for Small Molecule Agonists and Allosteric Enhancers of Human TRH Receptor: Primary Screen for Enhancers; Thyrotropin-releasing hormone receptor (Homo sapiens), P34981; TRHR cells, fluo-8 calcium fluorescence, EC20 TRH enhancement; enhancement, % at 2 µM; actives 0.66% (n = 360,000); in the data active means enhancement above about 30%; further: 0% is about no effect
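TRHR-expressing cells loaded with fluo-8 calcium dye were read kinetically (ex 480/em 530) during compound addition, then stimulated with an EC20 of TRH (10 nM final). Enhancement of the Gq-mediated intracellular calcium response was scored.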
TRHR ag: qHTS for Small Molecule Agonists and Allosteric Enhancers of Human TRH Receptor: Primary Screen for Agonists; activation, % at 2 µM; AID 493084, 2011; actives 0.18% (n = 360,000); TRHR cells, calcium flux fluo-8, FDSS agonist mode; Thyrotropin-releasing hormone receptor (Homo sapiens), P34981; further: 0% is about no effect
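Steps: seed TRHR cells overnight; add fluo-8 no-wash Ca dye, RT 30 min–1.5 h; record 10 s baseline; pin-transfer compounds; monitor fluorescence 1 cycle/s for the agonist window. Calcium increases flag candidate agonists.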
D2 antag: HTS Assay for Allosteric Antagonists of the Human D2 Dopamine Receptor: Primary Screen for Antagonists. actives 2% (n = 340,000). D(2) dopamine receptor (Homo sapiens), P14416. HEK293 TREx D2 cells, calcium flux, dopamine EC80. AID 485344, 2010. inhibition, % at 10 µM; in the data active means inhibition above about 30%; further: 0% is about no effect
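Read-out: kinetic calcium fluorescence (1 cycle/s) in inducible HEK293 T-REx D2 cells after an EC80 dopamine addition that followed 180 s compound preincubation. Loss of the dopamine response indicates antagonism.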
An asterisk follows results filed as active; ? = inconclusive; / = not tested or not shown. Unless noted, no stated cut-off is given here; in the data, active means activation above about 30%; inactive means the rest.

SMILES	D2 agonist	D1 agonist	D1 antag	D1 PAM	RXFP1 antagonist	D2 potentiator	TRHR PAM	TRHR ag	D2 antag
O=C1OC(c2ccccc2)=C/C1=C/c1cccs1	0.9	1	1	1	-11	8	-2	-0.2	-2
CCOC(=O)N1CCN(Cc2nc3c(c(=O)n(C)c(=O)n3C)n2CCCc2ccccc2)CC1	-2.5	-1	-21	-1	-9	24	-1	-0.3	-4
CCCN1C(=O)c2cc(C(=O)Nc3cccc(C(C)=O)c3)ccc2C1Nc1cccc(C(C)=O)c1 (centres undefined)	-0.5	3	3	-1	-1	-5	-2	0.2	-10
CCN(CC)c1ccc(/C=c2/sc3nnc(-c4ccccc4C)n3c2=O)cc1	7.6	31*	-25	-5	-20	-3	1	6.5	21
CC(=O)c1nc2ccccc2n1CCc1ccccc1	0.1	0	9	-4	-3	-3	1	0.5	-10
Cc1cc(NS(=O)(=O)c2c(C)[nH]c(=O)[nH]c2=O)ccc1Br	-0.2	0	-27	-6	1	-8	8	-0.2	41*
CCc1nnc(NC(=O)CSc2nnc(-c3c[nH]c4ccccc34)n2CCOC)s1	-0.6	2	-9	5	-16	-1	1	-0.3	-4
NNC(=O)c1ccc2c(c1)S(=O)(=O)NNC2=O	-0.2	-3	9	3	-3	12	-2	-0.1	-29
COc1ccc(N2CCN(C(=O)CSc3nnc(-c4cccnc4)n3-c3ccccc3)CC2)cc1	0.4	6	-10	-1	3	9	4	-0.4	-1
CCOc1ccc(C2=NNC(c3cccs3)=Nc3ccc(OCC)cc32)cc1	1.0	0	-4	2	/	4	-1	-0.6	25
CCOc1ccc(NC(=O)c2oc3ccccc3c2NC(=O)c2cc(C)cc(C)c2)cc1	/	5	-14	-2	/	-5	-2	0.2	/
Cc1ccc(C(=O)NCC(=O)NCC(=O)OCC(=O)c2cccs2)cc1	0.5	0	-19	-9	-10	0	-3	-0.2	3
Cc1ccc(CN2C(=O)CCC2C(=O)NC2CC2)cc1 (centres undefined)	1.0	6	5	-2	-21	18	12	-0.3	3
CC(=O)Nc1ccc(NC(C)=O)s1	0.9	2	-34*	-5	-4	-4	1	-0.1	6
COc1ccc(C(=O)N2CCN(c3ccccc3)CC2)cc1S(=O)(=O)NC1CC1	12	2	3	-5	-7	8	2	-0.2	-4
COc1cc(C(=O)OCC(=O)Nc2cc(C)on2)c([N+](=O)[O-])cc1OC	-1.1	2	4	-1	-4	-20	0	-1.6	-27
COc1ccccc1NC(=O)NCc1ccco1	/	1	6	0	-13	/	-2	0.3	/
Cc1ccc(CNC(=O)CCS(=O)(=O)c2ccc3c(c2)oc(=O)n3C)cc1	-1.0	2	-16	-3	25	7	2	-0.2	30*
COc1ccc(Cl)cc1NC(=O)CN(C)CC(=O)Nc1ccccc1N1CCOCC1	-0.2	1	-3	2	11	-8	3	-0.2	-11
Cc1[nH]c(=O)[nH]c(=O)c1S(=O)(=O)N1CCCc2ccccc21	1.4	2	8	2	-17	-3	3	0.6	-9
Cc1ccc(C)c(C(=O)COC(=O)CN2C(=O)C3C4CCC(C4)C3C2=O)c1 (centres undefined)	-2.8	2	-11	-10	-3	/	0	-0.2	-16
CCCCCCCC(=O)NC(Nc1ccccc1OC)C(Cl)(Cl)Cl (centres undefined)	1.7	3	10	-2	-17	-1	-7	0.4	-3
O=C(Oc1ccccc1C(=O)N1CCOCC1)c1ccc(Br)cc1	0.4	2	-11	-4	4	4	3	0.2	5
CC(=O)C1=C(O)C(=O)OC1c1ccc(Cl)cc1 (centres undefined)	0.3	2	7	1	-18	3	-6	0.3	-9
O=C(CSc1cccc2cccnc12)N/N=C/c1ccncc1	0.8	0	-6	0	6	/	5	-0.7	7
O=C(COC(=O)CCCNC(=O)c1ccc(Cl)cc1)NC1CC1	0.3	2	-4	3	-19	5	10	-0.4	-28
O=C(NCc1cccnc1)C1CC(c2ccc(Cl)c(Cl)c2)=NO1 (centres undefined)	/	14	-19	0	2	/	-4	-0.7	/
Cc1cccc(Nc2nnc(SCC(=O)NCc3cccs3)s2)c1	-1.4	-1	-17	-1	0	-17	-2	-0.1	22
O=C(COC(=O)/C=C/c1cccc(Cl)c1)Nc1ccc2[nH]c(=O)[nH]c2c1	0.4	3	-16	-4	?	13	7	0.6	1
CCOC(=O)C1=C(C)N=C2SCCC(=O)N2C1c1ccc(C(=O)OC)cc1 (centres undefined)	0.2	1	-8	-6	5	-1	18	0.3	-6
COc1ccc(NC(=O)c2cc3ccccc3[nH]2)cc1	-0.4	22	-24	-14	16	7	7	-1.5	-10
Cc1ccc(C)c(NC(=O)CSc2nccn2-c2cccc(C)c2C)c1	-1.6	9	-15	-4	-21	0	0	-0.1	/
c1cc(-c2nc3cc(Cc4ccc5oc(-c6ccncc6)nc5c4)ccc3o2)ccn1	0.2	1	-10	1	/	3	-1	0.2	-2
COc1cc(C(CC(=O)NCc2ccc(F)cc2)N2Cc3ccccc3C2=O)cc(OC)c1OC (centres undefined)	/	-1	0	-1	/	0	-2	0.0	/
NC(N)=NC(N)=Nc1ccc2ccccc2c1	0.2	1	-7	-6	3	-11	-3	0.5	33*
C=CCC1CCCC(=O)N2CC[C@H](O)C12 (some centres undefined)	-0.1	-2	-3	4	/	2	18	-0.9	6
CCOC(CNC(=O)C(=O)Nc1cc2c3c(c1)CCC(=O)N3CCC2)OCC	0.5	7	-21	-2	-1	-5	3	0.4	-12
CCn1cc(C2=NOC(C(=O)Nc3ccc4c(c3)OCO4)C2)c(C)n1 (centres undefined)	-0.6	11	-13	-2	-4	8	5	0.7	-11
COc1ccc(Cn2cc(F)c(=O)n(C)c2=O)cc1[N+](=O)[O-]	-0.5	3	9	-3	-1	1	-5	0.4	-16
Cc1ccc(-c2nnc(NCc3nc4ccccc4[nH]3)c3ccccc23)cc1S(=O)(=O)N1CCCCC1	-0.1	1	3	-1	6	-5	2	-0.5	1

One compound at a time (already shown). Screens in order: D2 agonist | D1 agonist | D1 antag | D1 PAM | RXFP1 antagonist | D2 potentiator | TRHR PAM | TRHR ag | D2 antag
Profile of O=C(CSc1cccc2cccnc12)N/N=C/c1ccncc1 : 0.8 | 0 | -6 | 0 | 6 | / | 5 | -0.7 | 7
Profile of Cc1ccc(C)c(C(=O)COC(=O)CN2C(=O)C3C4CCC(C4)C3C2=O)c1 (centres undefined) : -2.8 | 2 | -11 | -10 | -3 | / | 0 | -0.2 | -16

Going on with the list:
SMILES	D2 agonist	D1 agonist	D1 antag	D1 PAM	RXFP1 antagonist	D2 potentiator	TRHR PAM	TRHR ag	D2 antag
CCOC(=O)c1sc(NC(=O)c2cc3c(C)nn(-c4ccccc4)c3s2)nc1C	-0.3	2	4	2	/	0	-6	0.2	-2
CC1CCN(C(=O)CNS(=O)(=O)c2ccc(Br)s2)CC1	/	7	-19	-8	15	/	-4	-0.9	/
CCOc1ccc2nc(SCC(=O)NCc3ccc(OC)cc3)[nH]c2c1	-0.4	2	-1	7	-1	17	-7	-1.1	2
COC(=O)Nc1nc2ccc(-c3n[nH]c(=O)c4ccccc34)cc2[nH]1	3.3	3	-24	-3	-13	-5	1	0.3	7
C=CCOc1ccc(/C=C/C(=O)OCC(=O)Nc2c(C)n(C)n(-c3ccccc3)c2=O)cc1	0.3	1	2	-4	1	5	4	0.0	-12
O=C(Nc1ccccc1N1CCOCC1)C1CCN(S(=O)(=O)c2ccc(F)cc2)CC1	1.1	1	-2	-3	/	2	3	0.1	-3
O=C(C(Cc1ccccc1)n1cccc1)N1CCN(c2ncccn2)CC1 (centres undefined)	0.7	0	-3	2	-2	-1	15	0.6	17
CS(=O)(=O)N(CC(=O)NC1CCCCC1)Cc1ccc(F)cc1	0.3	3	/	-4	-2	3	-2	-0.5	11
CC(=O)N(NC(=O)c1ccc(C)cc1)C1CC(=O)N(c2ccccc2Cl)C1=O (centres undefined)	0.9	3	1	-7	-7	-5	-2	0.1	-7
CC(C)(C)Nc1c(N)c(=O)oc2ccccc12	-0.3	2	5	3	9	0	9	-0.1	34*
O=[N+]([O-])c1ccc(Nc2ccc(F)cc2)cc1	-1.0	5	-25	-11	3	5	0	-0.4	3
C/C(=C\c1ccccc1)CN1CCN(c2cccc(Cl)c2)CC1	9.0	2	-14	-9	3	-21	0	0.7	17
CCOc1ccc(C(=O)Nc2cccc3nsnc23)cc1[N+](=O)[O-]	0.3	0	-11	-3	-4	7	-2	0.3	9
O=c1[nH]nc(CNc2ccc(O)cc2)c2ccccc12	0.6	1	7	-1	-14	16	8	1.7	-17
CCOC(=O)[C@@H]1[C@H]2COc3cc(OC)ccc3[C@@H]2N2C(=O)N(c3ccc(F)cc3)C(=O)[C@]12C	2.8	3	-11	-1	/	6	0	-0.4	2
COc1ccc(Nc2c3c(nc4ccc(NC(=O)c5ccc(F)cc5)cc24)CCCC3)cc1OC	-0.6	0	-2	2	-39	-3	42*	-1.5	/
C=CCNC(=O)C1CCN(S(=O)(=O)c2ccc(Br)cc2)CC1	-1.0	5	15	0	-15	-1	9	-0.3	-14
CCOc1ccc(Oc2ccc(Cl)cc2NC(=O)C2=COCCO2)cc1	0.4	4	-4	-7	-6	-5	4	0.1	5
CC1CN(C(=S)SCCN2C(=O)CCC2=O)CC(C)O1 (centres undefined)	/	4	-4	4	-23	/	1	0.4	/
Cc1nnc(SCC(=O)Nc2cccc(Cl)c2)n1CC1CCCO1 (centres undefined)	-0.3	1	-15	-2	21	12	18	-0.7	-3
COc1ccc(C2(C#N)CCC(=O)N2c2ccccc2)cc1 (centres undefined)	0.3	2	12	-9	-10	16	-4	0.1	-2

As a short view, some entries already given.
SMILES	D2 agonist	D1 agonist	D1 antag	D1 PAM	RXFP1 antagonist	D2 potentiator	TRHR PAM	TRHR ag	D2 antag
CCOC(=O)c1sc(NC(=O)c2cc3c(C)nn(-c4ccccc4)c3s2)nc1C	-0.3	2	4	2	/	0	-6	0.2	-2
CC1CCN(C(=O)CNS(=O)(=O)c2ccc(Br)s2)CC1	/	7	-19	-8	15	/	-4	-0.9	/
CCOc1ccc2nc(SCC(=O)NCc3ccc(OC)cc3)[nH]c2c1	-0.4	2	-1	7	-1	17	-7	-1.1	2
COC(=O)Nc1nc2ccc(-c3n[nH]c(=O)c4ccccc34)cc2[nH]1	3.3	3	-24	-3	-13	-5	1	0.3	7
C=CCOc1ccc(/C=C/C(=O)OCC(=O)Nc2c(C)n(C)n(-c3ccccc3)c2=O)cc1	0.3	1	2	-4	1	5	4	0.0	-12
O=C(Nc1ccccc1N1CCOCC1)C1CCN(S(=O)(=O)c2ccc(F)cc2)CC1	1.1	1	-2	-3	/	2	3	0.1	-3
O=C(C(Cc1ccccc1)n1cccc1)N1CCN(c2ncccn2)CC1 (centres undefined)	0.7	0	-3	2	-2	-1	15	0.6	17
